From PubChem
TMEM16A act: TMEM16A chloride channel activators or potentiators, primary screen, cell-based, HTS; actives 0.3% (n = 340,000); AID 623877, 2012; B-score at 10 µM; HEK293 TMEM16A/YFP-H148Q/I152L, iodide quench fluorescence; hits give low values;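 active means fluorescence-ratio B-score plate-corrected deviation score at least 3 library SD below zero, with starting fluorescence score within 5 deviations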;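 further: channel opened by trigger with iodide after compound preincubation; score built on the fluorescence ratio of max minus min over baseline; more negative score means more quench and so TMEM16A activation or potentiation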
DYRK1A inh: rat Dyrk1A kinase inhibitors, primary screen, biochemical, single point, plate reader; Dual specificity tyrosine-phosphorylation-regulated kinase 1A (Rattus norvegicus), Q63470; ADP-Glo luminescence, NFATc1 peptide; inhibition, % at 12.5 µM; actives 0.43% (n = 310,000); AID 504441, 2011; in the data active means inhibition above about 50%;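 further: plate controls were vehicle with enzyme for no effect and no enzyme for full effect; many of its hits are not listed in these tables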
ANO1 block: TMEM16A chloride channel inhibitors, primary screen, cell-based, HTS | Anoctamin-1 (Mus musculus), Q8BHY3 | HEK293 TMEM16A/YFP iodide influx fluorescence, ionomycin | normalized B-score (activity score, 25-100; higher = stronger inhibition) at 10 µM | actives 1.2% (n = 310,000) | AID 588511, 2011;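 active means ratio plate-corrected score three or more library SD toward inhibition, starting fluorescence score within five deviations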;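 further: score derived from kinetic fluorescence span divided by baseline fluorescence per well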
KCNQ1 inh: inhibitors of human KCNQ1 channel, primary screen, cell-based, thallium flux, high-throughput; CHO-K1 KCNQ1, FluxOR thallium flux fluorescence; hits give high values; B-score at 10 µM; actives 1.3% (n = 310,000); AID 2642, 2010;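 active means compounds whose thallium flux B-score, printed positive for inhibition, exceeds three library SD while starting fluorescence stays within three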;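 further: channel opened by potassium depolarization with thallium stimulus after 20 min compound exposure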
TRPC4 potent: positive allosteric modulators of TRPC4, primary screen, cell-based, mouse TRPC4beta, HEK293 mu-opioid, Fluo-4 calcium | Short transient receptor potential channel 4 (Mus musculus), Q9QUQ5 | B-score at 10 µM | actives 0.42% (n = 310,000) | DAMGO EC20, Fluo-4 Ca2+ flux; hits give high values;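 active means B-score of calcium response area above 5 SD of library B-scores, with initial fluorescence ratio within 5 SD of library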;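 further: B-score of integrated fluorescence ratio over time as area under calcium response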
Target sequence (Q9QUQ5 whole entry, looked up): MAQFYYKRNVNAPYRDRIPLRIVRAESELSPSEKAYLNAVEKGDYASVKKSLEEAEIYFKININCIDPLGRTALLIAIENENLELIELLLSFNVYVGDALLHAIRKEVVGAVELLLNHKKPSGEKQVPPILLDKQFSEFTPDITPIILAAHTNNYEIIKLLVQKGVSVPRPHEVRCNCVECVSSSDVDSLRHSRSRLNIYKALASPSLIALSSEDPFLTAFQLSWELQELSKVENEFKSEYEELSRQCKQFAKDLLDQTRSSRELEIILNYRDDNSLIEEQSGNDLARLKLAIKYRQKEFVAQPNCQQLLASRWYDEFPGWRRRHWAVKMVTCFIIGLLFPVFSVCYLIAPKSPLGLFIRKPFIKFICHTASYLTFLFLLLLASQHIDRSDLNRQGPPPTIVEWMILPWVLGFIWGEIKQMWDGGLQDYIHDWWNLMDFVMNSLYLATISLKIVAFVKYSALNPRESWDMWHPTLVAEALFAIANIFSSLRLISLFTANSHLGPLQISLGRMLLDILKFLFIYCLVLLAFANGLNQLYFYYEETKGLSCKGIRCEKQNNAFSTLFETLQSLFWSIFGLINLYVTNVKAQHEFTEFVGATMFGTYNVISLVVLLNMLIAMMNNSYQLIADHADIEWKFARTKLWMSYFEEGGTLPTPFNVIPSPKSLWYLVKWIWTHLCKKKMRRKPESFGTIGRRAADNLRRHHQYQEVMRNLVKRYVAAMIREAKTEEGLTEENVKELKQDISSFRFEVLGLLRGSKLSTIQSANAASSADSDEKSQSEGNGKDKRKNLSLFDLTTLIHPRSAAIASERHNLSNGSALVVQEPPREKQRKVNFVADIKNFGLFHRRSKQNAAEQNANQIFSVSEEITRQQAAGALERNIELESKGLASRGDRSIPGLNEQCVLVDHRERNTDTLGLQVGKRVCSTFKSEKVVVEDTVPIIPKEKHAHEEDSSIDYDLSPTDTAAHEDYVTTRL
HDAC3 inhib: HDAC3 deacetylase inhibitors, primary screen, biochemical, fluorescence, cell-free homogeneous. Histone deacetylase 3 (Homo sapiens), O15379. recombinant HDAC3, fluorogenic peptide/trypsin coupled. inhibition, % at 8.3 µM. actives 0.15% (n = 320,000). AID 2718, 2010; in the data active means inhibition above about 26%, passing the limit was not always enough
hERG rescue: hERG rescue from dofetilide block, primary screen, cell-based, CHO-hERG, FluxOR thallium flux, dofetilide IC70. dofetilide IC70 present. actives 0.51% (n = 310,000). Voltage-gated inwardly rectifying potassium channel KCNH2 (Homo sapiens), Q12809. activation (rescue from dofetilide block), less the hit threshold, % at 10 µM. AID 1511, 2009;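 active means activation above the mean of controls blocked by dofetilide plus 5 SD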;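 further: thallium influx through hERG after potassium depolarization seen as dye fluorescence rise; in these data hits start at about 4.7%; inactives centre near -7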
KCNQ1 pot: potentiators or activators of KCNQ1 channel, primary screen, cell-based, thallium flux, high-throughput; CHO-K1 KCNQ1, thallium flux FluxOR fluorescence; hits give high values; B-score at 10 µM; actives 0.35% (n = 310,000);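 active means fluorescence ratio B-score, a plate-corrected score, at least three library SD, with initial intensity B-score within 5 SD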
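Material: CHO-K1 cells stably expressing KCNQ1. Medium: assay buffer for compound exposure, DMSO matched across wells. Reagent: K+/Tl+ depolarizing stimulus. Compound dosing: single-concentration screen. Times: 37 °C overnight plating, 90-min dark dye load, 20-min compound pretreatment. Technique: FluxOR Tl+ flux fluorescence.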
TRPC4 agonist: activators of mouse TRPC4 channel, primary screen, Fluo4 calcium, HEK293 TRPC4beta/mu-opioid cells | B-score at 10 µM | Fluo4 calcium fluorescence; hits give high values | AID 2237, 2010 | Short transient receptor potential channel 4 (Mus musculus), Q9QUQ5 | actives 0.49% (n = 310,000);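 active means B-score above 5 SD of library B-scores, and initial fluorescence ratio not above library mean plus 5 SD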;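 further: positive B-score marks a calcium rise read as TRPC4 activation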
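Test system: HEK293 cells stably co-expressing mouse TRPC4beta and mu-opioid receptor | Schedule: Fluo4 dye loading 45 min at room temperature, 110 s recording | Measured by: Kinetic Fluo4 calcium fluorescence, 5 s baseline at 1 Hz | Evaluation: B score of integrated ratio | Controls: Buffer (low) and maximal DAMGO (high)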
KCNK9 inh: KCNK9 potassium channel inhibitors, primary screen, HEK293 cells, thallium flux | FluxOR thallium flux fluorescence; hits give low values | B-score at 10 µM | actives 1.2% (n = 310,000) | AID 488922, 2010;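 active means ratio B-score over 3 SD below the library mean, with starting fluorescence within 5 SD of its mean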;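 further: negative B-score means less thallium flux so channel inhibition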
KCNK3 block: human KCNK3 channel inhibitors, primary screen, CHO cells, FluxOR thallium flux, B-score. Potassium channel subfamily K member 3 (Homo sapiens), O14649. FluxOR fluorescence; hits give low values. B-score at 10 µM. actives 0.84% (n = 340,000). AID 602410, 2012;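 active means B-score under library mean minus 4 SD, starting fluorescence ratio at most library mean plus 5 SD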;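 further: more negative B-score means stronger inhibition of thallium flux through KCNK3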
Starred values were filed as active, the others as inactive; i = inactive; . = no result given.

SMILES	TMEM16A act	DYRK1A inh	ANO1 block	KCNQ1 inh	TRPC4 potent	HDAC3 inhib	hERG rescue	KCNQ1 pot	TRPC4 agonist	KCNK9 inh	KCNK3 block
O=C(NCCN1CCOCC1)C1CCC(CNS(=O)(=O)c2ccc(Cl)cc2)CC1 (configuration not stated)	i	.	i	i	i	5	-10	i	i	i	i
CCOCCCNC(=O)c1cn(CC)c2ccc(S(=O)(=O)N3CCOCC3)cc2c1=O	i	3	i	i	i	0	-7	i	i	i	i
C/C(=N\Nc1cc(N2CCCCC2)nc(C)n1)c1ccc(Br)cc1	i	-12	i	i	i	-1	-10	i	i	i	i
CCc1cccc2c(-c3csc(=NC)n3C)c[nH]c12	i	-1	i	i	i	6	-7	i	i	i	i
O=C(COc1ccc(S(=O)(=O)NCc2ccccc2)cc1Cl)NCc1ccncc1	i	-2	i	i	i	4	-4	i	i	i	i
CC1(C)C2CC[C@]3(C)C(CC=C4[C@@H]5C[C@@](C)(CO)[C@@H]6C[C@@]5(CC[C@]43C)C(=O)O6)[C@@]2(C)CC[C@@H]1O (some centres not stated)	.	.	i	i	i	-3	-7	i	i	i	.
Cc1cccc(NC(=O)c2sc3nc(N4CCOCC4)c4c(c3c2N)CCCC4)c1	i	.	i	i	i	-5	-15	i	i	i	i
O=C(NC(=S)Nc1ccc(S(=O)(=O)Nc2nccs2)cc1)c1ccccc1	i	2	i	i	i	4	-10	i	i	i	i
CCOc1ccc2c(c1)nc(SCC(=O)c1cccs1)n2C	i	1	i	i	i	1	-4	i	i	i	i
C=CCn1c(=O)c2ccccc2n2c(SCc3nnc(-c4ccccc4Br)o3)nnc12	i	-3	i	i	i	3	-2	i	i	i	i
O=C(COC(=O)c1ccc(S(=O)(=O)NCc2ccco2)cc1)Nc1ccccc1OC(F)F	i	28	i	i	i	5	-3	i	i	i	i
CCOc1ccccc1N/C=C(\C#N)c1nc2ccccc2n1C	i	-6	i	i	i	1	-5	i	i	-11*	i
O=S1(=O)CC(O)C(N2CCC(c3ccccc3)CC2)C1 (configuration not stated)	i	-3	i	i	i	-3	-2	i	i	i	i
CNCCC(Oc1ccccc1OC)c1ccccc1 (configuration not stated)	i	5	i	i	i	-1	-5	i	i	i	i
Cn1c(SCC(=O)c2ccccc2)ncc(C(=O)Nc2ccc(F)cc2)c1=O	i	0	i	i	i	-4	-7	i	i	i	i
CC(C)C(C)(C#N)NC(=O)CSc1nncn1-c1ccccc1 (configuration not stated)	i	6	i	i	i	-6	0	i	i	i	i
Cc1oc(-c2ccccc2F)nc1CN1CCC(C(=O)NCc2cccs2)CC1	i	-6	i	i	i	-7	-8	i	i	i	i
O=C(COc1nc2ccccc2nc1N1CCOCC1)NCC(F)(F)F	i	2	i	i	i	0	-12	i	i	i	i
COc1ccc(N2CC(C(=O)N/N=C/c3ccccc3)CC2=O)cc1 (configuration not stated)	i	9	i	i	i	1	-18	i	i	i	i
CC(C)Oc1ccc(C(=O)Nc2ccc3c(c2)n(C)c(=O)n3C)cc1	i	-3	i	i	i	3	-3	i	i	i	i
CCCCNC(=O)COC(=O)c1ccc(NC(C)=O)cc1	i	7	i	i	i	-1	3	i	i	i	i
CN1/C(=C\C(=O)CN2C(=O)NC3(CCCCCC3)C2=O)C(C)(C)c2ccccc21	i	1	i	i	i	4	-22	i	i	i	i
COc1ccc(CC(=O)OCC(=O)NCc2ccccc2Cl)cc1OC	i	-6	i	i	i	3	-5	i	i	i	i
CS(=O)(=O)C1=NSC2=NC(=O)/C(=C\c3ccc(OC(=O)c4ccco4)cc3)C(=N)N21	.	.	i	i	i	35*	-7	i	i	i	.
COC(=O)COc1ccc2occ(C(C)=O)c2c1	i	3	i	i	i	2	-8	i	i	i	i
Following part.
SMILES	TMEM16A act	DYRK1A inh	ANO1 block	KCNQ1 inh	TRPC4 potent	HDAC3 inhib	hERG rescue	KCNQ1 pot	TRPC4 agonist	KCNK9 inh	KCNK3 block
CCN(CC)S(=O)(=O)c1ccc2c(c1)nc(SCc1nc3ccsc3c(=O)[nH]1)n2CC	i	-1	i	i	i	-2	-8	i	i	i	i
COc1cc2c(=O)n(Cc3ccco3)c(=O)n(CC(=O)c3cccc(Br)c3)c2cc1OC	.	.	i	i	i	1	-5	i	i	i	.
O=C1N=NC2=C1c1c3ccccc3c(O)n1CC2	i	13	i	i	i	8	-3	i	i	i	i
CCc1nnc(NC(=O)CSc2nnc(Cc3cccn3C)n2C)s1	i	-5	i	i	i	4	-6	i	i	i	i
Cc1nc(-c2ccccc2O)n(-c2ccccc2)n1	i	-6	i	i	i	0	-4	i	i	i	i
Cc1ccnc(NC(=O)c2ccc(Cl)c(NC(=O)c3ccccc3C)c2)c1	i	.	i	i	i	-3	-8	i	i	i	i
OCCCNc1c2ccccc2nc2ccccc12	i	5	i	i	i	-3	-2	i	i	i	i
CCOC(=O)c1cnc2ccc(OCC)cc2c1NCCN1CCOCC1	i	5	i	i	i	-9	-9	i	i	i	i
Cc1c(O)c2c3c(cccc3c1O)C(=O)N(c1ccccc1)C2=O	i	16	i	i	i	6	-18	i	i	i	i
CN(C(=O)Nc1cnccc1C(F)(F)F)C1CCCCC1	i	3	i	i	i	-4	-9	i	i	i	i
CC(=O)N(C)c1ccc(NS(=O)(=O)Cc2ccccc2)cc1	i	0	i	i	i	-2	-7	i	i	i	i
O=C(Nc1ccon1)c1cc2ccccc2oc1=O	i	-9	i	i	i	2	-14	i	i	i	i
CCCc1cc(=O)oc2cc(C)cc(OC(C)C(=O)NCc3ccccn3)c12 (configuration not stated)	i	-3	i	i	i	-57	-9	i	i	i	i
Cc1cc(N2C(=O)C3CCC(c4ccccc4)CC3C2=O)no1 (configuration not stated)	i	-1	i	i	i	-4	-9	i	i	i	i
CCOC(=O)NC(C)N1C(=O)C2C3C=CC(C3)C2C1=O (configuration not stated)	i	0	i	i	i	0	1	i	i	i	i
Cc1c(Cl)cccc1NC(=S)N1CCN(Cc2ccccc2)CC1	i	1	i	i	i	2	-6	i	i	i	i
CCCN(CCC)S(=O)(=O)c1ccc(NS(C)(=O)=O)cc1	i	2	i	i	i	-2	-4	i	i	i	i
NCCCC[C@H](N)c1nnc([C@H](CC(=O)O)NC(=O)C2CCNCC2)o1	i	-9	i	i	i	0	-6	i	i	i	i
CCOC(=O)Cn1cnc(-c2ccc([N+](=O)[O-])cc2)c1	i	10	i	i	i	2	-6	i	i	i	i
Cn1cnc(S(=O)(=O)Nc2ccc(Cl)c(C(F)(F)F)c2)c1	i	0	i	i	i	-10	-4	i	i	i	i
O=C1c2ccccc2C(Nc2ccc(S(=O)(=O)N3CCOCC3)cc2)N1c1ccccn1 (configuration not stated)	i	2	i	i	i	-3	-12	i	i	i	i
COc1cc(CNC2CCCC2)cc(OC)c1OC	i	6	i	i	i	-3	1	i	i	i	i
Cc1ccc(S(=O)(=O)NCC(=O)NCC(=O)NC(C)c2ccccc2Br)cc1C (configuration not stated)	i	2	i	i	i	6	-7	i	i	i	i
Cc1ccc(C(C(=O)NC(C)(C)C)N(Cc2cccs2)C(=O)c2ccc3c(c2)OCCO3)cc1 (configuration not stated)	i	1	i	i	i	9	-6	i	i	i	i
O=S(=O)(NCC(c1ccccc1)N1CCC(O)CC1)c1ccc(Cl)cc1 (configuration not stated)	i	-3	i	i	i	-6	-5	i	i	i	i
Remaining list, next part:
SMILES	TMEM16A act	DYRK1A inh	ANO1 block	KCNQ1 inh	TRPC4 potent	HDAC3 inhib	hERG rescue	KCNQ1 pot	TRPC4 agonist	KCNK9 inh	KCNK3 block
Cc1ccccc1-n1nc2c(c1NC(=O)/C=C\c1ccc3c(c1)OCO3)CSC2	i	0	i	i	i	-3	-9	i	i	i	i
OCCC1CN(Cc2cccn2-c2cccnc2)CCN1CCc1ccccc1 (configuration not stated)	i	1	i	i	i	-7	3	i	i	i	i
CCCCNC(=S)NNC(=O)c1ccncc1	i	-4	i	i	i	.	4	i	i	i	i
CSc1nc2ncc3c(n2n1)CC(C)(C)CC3=O	i	1	i	i	i	5	-2	i	i	i	i
NC(=O)c1ccc(-n2nnnc2SCC(=O)c2ccc(O)c(O)c2)cc1	i	7	i	i	i	-2	-6	i	i	i	i
CCOc1ccc(CCNC(=O)CN2C(=O)NC3(CCc4ccccc43)C2=O)cc1OCC (configuration not stated)	i	.	i	i	i	10	-7	i	i	i	i
CCc1c(C)nc(N2CCN(c3ccc(OC)cc3)CC2)[nH]c1=O	i	10	i	i	i	-5	2	i	i	i	i
Cc1ccc2c(c1)-c1cc(C)nn1C(c1ccc3c(c1)OCO3)N2 (configuration not stated)	i	-1	i	i	i	-4	-10	i	i	-7.6*	i
CCOC(=O)c1c(C)[nH]c(N=Nc2cc(C(=O)O)cc(C(=O)O)c2)c1C	i	1	i	i	i	-7	-13	i	i	i	i
Cc1ccc(C(C)C)cc1OCCN1CCCC1	i	2	i	i	i	3	-6	i	i	i	i
CCOC(=O)c1c(NC(=O)c2cccs2)sc(C)c1C	i	-7	i	i	i	3	-1	i	i	i	i
CCN(c1ccccc1)S(=O)(=O)c1cccc(C(=O)OCc2nc3sc(C)c(C)c3c(=O)[nH]2)c1	i	2	i	i	i	-3	-7	i	i	i	i
CCCC(=O)Nc1ccc(NC(=S)NC(=O)c2cccs2)cc1	i	8	i	i	i	6	-5	i	i	i	i

Structures shown so far that have a cyano group (two):
SMILES	TMEM16A act	DYRK1A inh	ANO1 block	KCNQ1 inh	TRPC4 potent	HDAC3 inhib	hERG rescue	KCNQ1 pot	TRPC4 agonist	KCNK9 inh	KCNK3 block
CCOc1ccccc1N/C=C(\C#N)c1nc2ccccc2n1C	i	-6	i	i	i	1	-5	i	i	-11*	i
CC(C)C(C)(C#N)NC(=O)CSc1nncn1-c1ccccc1 (configuration not stated)	i	6	i	i	i	-6	0	i	i	i	i

The list is partial; count on the stated rates, not on these rows.
